High-throughput results: PubChem, several laboratories
TNAP act hiacc: activators of human TNAP at high phosphate acceptor concentration. purified TNAP, CDP-star luminescence, 1 M DEA, 30 min; active compounds read high; 0 = EDTA background, 1 = DMSO-only activity. 200,000 tested, under 10 active. P05186. activation factor at 20 µM;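 active = activation factor at least 2 at 20 µM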
Target sequence (P05186 whole entry, looked up): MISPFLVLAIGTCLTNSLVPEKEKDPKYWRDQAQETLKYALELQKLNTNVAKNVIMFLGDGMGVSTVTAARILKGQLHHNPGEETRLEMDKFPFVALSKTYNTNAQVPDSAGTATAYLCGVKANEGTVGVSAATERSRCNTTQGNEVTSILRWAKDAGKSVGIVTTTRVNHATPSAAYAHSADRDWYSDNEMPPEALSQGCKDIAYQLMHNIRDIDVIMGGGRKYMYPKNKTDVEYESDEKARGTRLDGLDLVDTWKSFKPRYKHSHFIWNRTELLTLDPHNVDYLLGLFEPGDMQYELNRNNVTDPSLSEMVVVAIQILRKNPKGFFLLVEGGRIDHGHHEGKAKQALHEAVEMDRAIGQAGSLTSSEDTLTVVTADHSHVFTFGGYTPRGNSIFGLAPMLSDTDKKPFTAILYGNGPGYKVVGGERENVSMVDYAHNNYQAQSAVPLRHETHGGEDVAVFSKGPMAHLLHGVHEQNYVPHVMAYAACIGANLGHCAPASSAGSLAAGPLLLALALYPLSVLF
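Measured by: Luminescent substrate turnover signal | Test system: Human TNAP | Input: TNAP 1/800 final | Dosing: 20 µM single point | Schedule: 30 min, room temperature | Controls: EDTA wells as negative control, DMSO wells as positive control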
PMI act hi M6P: activators of human phosphomannose isomerase at near-saturating mannose 6-phosphate. P34949. coupled PMI enzyme assay, resazurin fluorescence, 20 min; active compounds read high; 1 = untreated enzyme, 0 = substrate-free blank. activation factor at 20 µM. hit rate 0.34% among 190,000. AID 1216;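 active = activation factor of 2 or more at 20 µM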
Target sequence (P34949 whole entry, looked up): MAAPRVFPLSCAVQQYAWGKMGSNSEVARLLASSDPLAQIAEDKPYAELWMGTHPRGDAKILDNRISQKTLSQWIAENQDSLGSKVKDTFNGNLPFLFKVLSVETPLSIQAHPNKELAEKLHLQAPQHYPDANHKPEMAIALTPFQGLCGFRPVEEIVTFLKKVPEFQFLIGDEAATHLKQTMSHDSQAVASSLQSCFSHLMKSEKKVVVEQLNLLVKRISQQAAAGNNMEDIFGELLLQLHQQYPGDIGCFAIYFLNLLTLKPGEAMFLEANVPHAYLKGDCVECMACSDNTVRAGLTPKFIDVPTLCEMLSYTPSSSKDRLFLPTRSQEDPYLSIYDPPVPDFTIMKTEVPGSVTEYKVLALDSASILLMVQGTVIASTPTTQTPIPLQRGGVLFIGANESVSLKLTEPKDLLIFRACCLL
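Material: human phosphomannose isomerase with PGI, G6PDH, diaphorase coupling enzymes. Quantity: 15 ng/mL PMI. Medium: HEPES pH 7.4 buffer with MgCl2 and Tween-20. Reagent: Near-saturating mannose-6-phosphate, 1.0 mM. Compound: 20 µM single dose. Times: enzyme reaction with compound 20 min at room temperature. Detection: resorufin fluorescence at Ex 544/Em 590 nm.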
Diaph inh CS: counter-screen for diaphorase-based assays: diaphorase inhibitors and chemical oxidizers | hit rate 0.69% among 190,000 | diaphorase resazurin-to-resorufin fluorescence, NADH, 16 min; bacterial (C. kluyveri) enzyme, not human | inhibition, % at 20 µM;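 active = primary screen inhibition at 20 µM above a set limit, cut at about 50% in these data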;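 also: plate controls were DMSO with full reaction for no effect and wells lacking NADH for full effect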
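Test system: diaphorase enzyme from Clostridium kluyveri; amount: diaphorase at 0.14 U/mL in enzyme working solution; detection: fluorescence of resorufin formed from resazurin, Ex 544/Em 590 nm; times: reaction incubation of 16 min at room temperature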
PMI act: phosphomannose isomerase (human) activation; purified human PMI, coupled resazurin fluorescence, 20 min; active compounds read high; 1 = vehicle control, 0 substrate-free wells; activation factor at 20 µM; hit rate 0.005% among 190,000; AID 1214;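 active = activation factor of 2 or more at 20 µM, relative to plate controls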
bIAP act: increases bovine intestinal alkaline phosphatase activity; purified bovine IAP, CDP-star luminescence, 30 min; active compounds read high; fold of DMSO-control signal, blank-subtracted; activation factor at 20 µM; AID 1016; hit rate 0.17% among 200,000;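 active = activation factor of 2 or more at 20 µM, a signal rise over negative controls twice the positive control's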
bIAP inh: intestinal alkaline phosphatase (bovine) inhibition. purified bovine IAP, CDP-star luminescence, 30 min. inhibition, % at 20 µM. 190,000 tested, under 10 active;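 active = over 50% inhibition of intestinal alkaline phosphatase at 20 µM in the single-dose screen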
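System: purified bovine intestinal alkaline phosphatase (IAP) enzyme; Input: IAP diluted 1/65,000,000 in the well; Measured by: CDP-star luminescence signal; Compound dosing: 20 µM single dose; Incubation: 30 min reaction at room temperature.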
Lmaj promast: reduces viability of Leishmania major promastigotes; inhibition, % at 10 µM; hit rate 9% among 200,000; AID 1063; resazurin fluorescence viability; in the data active = inhibition above about 50%;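 also: promastigotes grown with compound for 44 hours at 28 °C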
TNAP inh no acc: inhibitors of human TNAP without phosphate acceptor; P05186; purified TNAP, CDP-star luminescence, 30 min; inhibition, % at 20 µM; hit rate 0.26% among 200,000; AID 1012;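 active = tissue-nonspecific alkaline phosphatase inhibition above about 50% at 20 µM in the single-dose screen, limit read from the data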;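 also: 0% = DMSO negative control and 100% = EDTA positive control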
Diaph act CS: activates diaphorase or chemically reduces, flagging diaphorase assay artifacts. Diaphorase/resazurin coupled assay, resorufin fluorescence, 16 min; active compounds read high; 1 = vehicle wells, 0 = NADH-free wells. activation factor at 20 µM. hit rate 0.005% among 190,000;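 active = diaphorase activity raised at least twofold by the compound at 20 µM; inactive = activation factor below 2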
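System – purified diaphorase enzyme from Clostridium kluyveri · Input – enzyme 0.07 U/mL final · Also added – final NADH 0.114 mM, resazurin 0.1 mM · Measured by – fluorescence of resorufin, 544 nm excitation, 590 nm emission · Timing – 16 min enzyme reaction, ambient temperature · Measure – resorufin increase flagging diaphorase activators or reducers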
TNAP inh hiacc: TNAP (human) inhibition, high acceptor; AID 1135; P05186; hit rate 0.03% among 200,000; purified TNAP, CDP-star luminescence, 1 M DEA; inhibition, % at 20 µM;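 active = over 50% inhibition of tissue-nonspecific alkaline phosphatase at 20 µM in the single-dose screen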;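 also: plate controls were DMSO wells for no effect and EDTA-quenched wells as full inhibition for full effect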
The depositor's hits bear a star.

The opening six entries, to show the layout:
No.	compound	PMI act	Diaph act CS	PMI act hi M6P	bIAP act	Diaph inh CS	bIAP inh	TNAP inh hiacc	TNAP inh no acc	Lmaj promast	TNAP act hiacc
1	COc1cc2c(cc1NC(=O)C(C)Sc1cccc[n+]1[O-])oc1ccccc12 (configuration not stated)	1.3	0.9	1.4	1	9	2	-10	-3	-4	1.1
2	CCCS(=O)(=O)C(=C1NCCO1)S(=O)(=O)CCC	1	0.9	0.9	0.9	11	7	-3	-4	0	1
3	CCOc1cc(CNCCc2ccc(S(N)(=O)=O)cc2)ccc1OCC(=O)NC(C)(C)C	1	0.9	1	0.9	5	10	-3	-12	-3	1
4	c1ccc2c(c1)nc(NC1CCCCC1)c1nncn12	0.9	0.9	0.9	1	10	-2	-1	-11	0	1
5	N#Cc1c(N)nc(SCC(=O)C23CC4CC(CC(C4)C2)C3)c(C#N)c1-c1ccc(Cl)cc1	1.2	1.2	1.2	0.7	-18	34	-9	3	-2	1.1
6	Cc1ccc(O)c(-c2cc(C(F)(F)C(F)F)[nH]n2)c1	1	0.9	0.9	1.6	14	-58	1	-16	1	1

The list itself, from the start:
No.	compound	PMI act	Diaph act CS	PMI act hi M6P	bIAP act	Diaph inh CS	bIAP inh	TNAP inh hiacc	TNAP inh no acc	Lmaj promast	TNAP act hiacc
1	COc1cc2c(cc1NC(=O)C(C)Sc1cccc[n+]1[O-])oc1ccccc12 (configuration not stated)	1.3	0.9	1.4	1	9	2	-10	-3	-4	1.1
2	CCCS(=O)(=O)C(=C1NCCO1)S(=O)(=O)CCC	1	0.9	0.9	0.9	11	7	-3	-4	0	1
3	CCOc1cc(CNCCc2ccc(S(N)(=O)=O)cc2)ccc1OCC(=O)NC(C)(C)C	1	0.9	1	0.9	5	10	-3	-12	-3	1
4	c1ccc2c(c1)nc(NC1CCCCC1)c1nncn12	0.9	0.9	0.9	1	10	-2	-1	-11	0	1
5	N#Cc1c(N)nc(SCC(=O)C23CC4CC(CC(C4)C2)C3)c(C#N)c1-c1ccc(Cl)cc1	1.2	1.2	1.2	0.7	-18	34	-9	3	-2	1.1
6	Cc1ccc(O)c(-c2cc(C(F)(F)C(F)F)[nH]n2)c1	1	0.9	0.9	1.6	14	-58	1	-16	1	1
7	C/C(NC(=O)c1ccccc1F)=C1\C(=O)C[C@@H]2[C@H]1C2(C)C	1	0.8	0.9	0.9	21	6	-10	-12	4	1.1
8	Cc1ccc(S(=O)(=O)c2ccc(Cl)cc2)cc1S(=O)(=O)N1CCN(C)CC1	1	1	1	1.1	0	-8	0	2	99*	1
9	CCOC(=O)CCc1c(C)c2ccc(OCC(=O)N(CC)CC)c(C)c2oc1=O	0.9	0.9	1	1	5	1	-3	-2	3	1
10	C=CCn1c(SCC(=O)c2ccc(NS(=O)(=O)c3ccccc3)cc2)nnc1-c1cccs1	1	0.8	1.2	1	25	4	-1	-9	-10	1
11	CCc1n[nH]c2c1/C(=N\O)CC(c1ccccc1)C2 (configuration not stated)	0.9	0.8	0.9	1.6	17	-58	-4	-4	18	1
12	COc1cccc(-n2c(N)c(C#N)c3ccc([N+](=O)[O-])cc3c2=O)c1	0.9	0.8	0.8	0.9	19	5	4	7	-3	1
13	CCc1ccc(-c2nc(CSCC(=O)N3CCN(c4ccccn4)CC3)c(C)o2)cc1	0.9	0.9	1	1.1	10	-6	-2	-6	11	1
14	Cc1ccc(C(=O)NNC(=O)c2cccnc2SCc2cccc([N+](=O)[O-])c2)cc1	1	1.1	1.1	1	-10	-5	-6	-35	-7	1.1
15	CCOC(=O)c1c(CC(C)C)csc1/N=C/C1C(=O)CCCC1=O	1	0.9	0.9	1.1	7	-15	6	11	-7	0.9
16	Cc1occc1C(=O)N1CCCc2ccccc21	0.9	0.9	0.9	0.9	14	10	2	-4	2	1
17	C/C(=C\C(=O)Nc1cc(C)on1)c1ccccc1	0.9	0.8	0.8	0.9	17	14	-3	-10	-3	1
18	O=C(Cc1ccccc1)NCC(=O)Nc1cccc(Br)c1	1.1	1.1	1.1	0.9	-10	6	-5	-12	-2	1.1
19	CCc1nc(SCC(=O)O)c(C#N)cc1C	1	1	1.1	0.9	1	10	-2	-20	-6	1
20	CC12CCC(C(=O)NCc3ccccc3Cl)(OC1=O)C2(C)C (configuration not stated)	1	1	1.1	1.1	1	-8	-4	-3	0	1
21	O=C(CSc1oc(-c2cccs2)nc1S(=O)(=O)c1ccc(F)cc1)NCC1CCCO1 (configuration not stated)	1	0.8	0.9	0.9	21	5	-8	-22	-1	1.1
22	Cn1c(=O)c2c(nc(Br)n2CCSc2nnnn2-c2ccccc2)n(C)c1=O	0.9	0.7	0.8	1	25	-3	-6	-21	5	1.1
23	O=c1c2ccccc2nc2ccc(N3CCOCC3)nn12	1	0.9	1	1	7	5	-2	-9	2	1
24	CCC(C)NC(=O)C1c2ccccc2C(=O)N1Cc1ccccc1OC (configuration not stated)	1	0.9	1	1	9	2	-1	-16	38	1
25	COc1ccc(C2=C(C=C(C#N)C#N)C(c3ccccc3C)c3ccccc3O2)cc1OC (configuration not stated)	0.9	0.7	0.9	0.8	25	17	5	22	32	1
26	O=C(NCc1ccco1)c1cccnc1Cl	1	1	1.1	0.9	-3	8	-4	-10	-8	1
27	COC(=O)COc1cc(Br)c(/C=C2/SC(=O)N(CC(=O)N3CCCC3)C2=O)cc1OC	1	0.9	1.1	1	15	4	0	-9	-1	1
28	COc1ccc(-n2c(=O)c3ccccc3n(Cc3ccccc3F)c2=O)cc1OC	0.9	0.9	1	1.1	5	-7	-2	-18	7	1
29	C=CCCC(=O)Nc1ccc(COC(=O)N2CCOCC2)cc1	0.9	0.9	0.9	0.9	13	9	-1	-5	-14	1
30	O=C(NC1(C(F)(F)F)C(=O)Nc2c1c(=O)[nH]c(=O)n2Cc1ccccc1)c1ccco1 (configuration not stated)	1	0.8	1	1	15	-2	-4	-10	-4	1
31	O=C(CN1C(=O)S/C(=C/c2ccc(N3CCOCC3)cc2)C1=O)N1CCOCC1	1	1	0.9	1	0	-2	11	4	-4	0.9
32	CCCC(=O)NC(c1ccccc1Cl)c1c(O)ccc2ccccc12 (configuration not stated)	0.8	0.7	0.9	0.9	29	11	0	16	100*	1
33	COc1cccc(/C=N/Nc2nc3ccccc3n3cnnc23)c1O	0.9	0.3	1.2	0.5	66*	50	21	-80	76*	0.8
34	c1ccc(CSc2nnc(-c3cccs3)o2)cc1	0.9	0.8	0.9	0.6	20	35	-2	-2	14	1
35	Cc1c(N=Cc2nc3ccccc3[nH]2)c(=O)n(-c2ccccc2)n1C	1	1	1.1	1	3	-3	-6	3	-5	1.1
36	O=C(O)C1CCCCC1C(=O)NC1CCCCC1 (configuration not stated)	0.9	0.9	1	0.9	11	6	-2	-10	-6	1
37	O=C1C(=O)N(CCOCCO)C(c2ccccn2)/C1=C(\O)c1ccccc1 (configuration not stated)	1.1	1	1.1	1	-4	0	8	-4	-10	0.9
38	O=C(NC1CCCC1)c1noc2c1CCCCC2	1	0.9	1	0.8	13	18	0	-4	-7	1
39	COc1ccc(CNC(=S)N/N=C/c2ccc(O)c(OC)c2)cc1	1	0.8	1	1	19	3	-5	-11	-6	1
40	Cc1ccccc1OCC(=O)Nc1ccc2c(c1)C(=O)c1ccccc1C2=O	1.2	1	1.1	1	0	0	1	6	2	1
41	O=C(O/N=C1\CCCCC1c1ccc([N+](=O)[O-])cc1[N+](=O)[O-])c1c(F)cccc1F (configuration not stated)	0.8	0.8	0.7	0.8	18	20	6	3	62*	0.9
42	O=Cc1sc(N2CCOCC2)nc1-c1ccccc1	1	1	1	1	1	-2	-2	-9	-3	1
43	Cc1cc(C)c(OCC(=O)Nc2ccccc2N2CCOCC2)c(C)c1	1	0.8	0.9	0.8	18	22	-4	-7	24	1
44	Cc1cccc(N(CC(=O)N2CCOCC2)S(C)(=O)=O)c1C	0.9	0.9	0.9	0.9	12	7	-4	-9	0	1
45	Cc1cccc(C(=O)N[C@H](C(=O)Nc2cc(S(=O)(=O)N3CCCCC3)ccc2C)C(C)C)c1	0.9	0.8	0.9	1	24	-4	-2	9	-1	1
46	Cc1ccsc1C=Nc1c(C)n(C)n(-c2ccccc2)c1=O	0.8	1	1	1	-2	4	-6	-10	-1	1.1
47	COC(=O)c1nc(NC(=O)c2ccc(Br)cc2)n[nH]1	1	0.9	1.1	0.9	7	5	-4	-11	-5	1
48	N#Cc1ccc(OCC(=O)Nc2cc(S(=O)(=O)N3CCCCC3)ccc2N2CCCCC2)cc1	0.9	0.9	1	0.6	7	40	-4	-14	-2	1
49	CCc1ccccc1N1C(=O)c2ccccc2S1(=O)=O	1	0.9	1	1.4	10	-41	0	-3	37	1
50	COc1ccc2nc(SCc3ccccc3)nc(C)c2c1	0.8	0.9	0.9	0.8	15	15	3	-7	-9	1
51	CCC(C)NC(=O)Cn1cc(S(=O)(=O)N2CCN(c3ccccc3F)CC2)c2ccccc2c1=O (configuration not stated)	0.9	0.8	0.9	1	22	-1	-2	-3	-3	1
52	COC(=O)c1onc(-c2ccccc2)c1C(=O)OC	0.9	0.9	0.9	0.9	14	12	-6	-14	-7	1.1
53	O=C(Nc1ccc([N+](=O)[O-])cc1)C1CC1(c1ccccc1)c1ccccc1 (configuration not stated)	0.9	0.8	0.9	1.5	16	-49	0	-5	2	1
54	CS(=O)(=O)CCC(C(=O)N1CCOCC1)N1C(=O)c2cc(Cl)c(Cl)cc2C1=O (configuration not stated)	1	0.9	1	0.9	6	8	-3	-11	-7	1
55	Cc1cc(C)c(C#N)c(Oc2ccccc2)n1	0.9	0.9	0.9	0.9	12	11	0	-4	-6	1
56	COc1ccc(CNC(=O)Cc2nn(C)c(=O)c3ccccc23)cc1	1	0.9	0.9	1	10	-3	2	-5	0	1
57	CCOC(=O)c1ccc(-c2ccc(C(=O)Nc3cccnc3)o2)cc1	1	0.9	0.9	0.8	15	18	-4	-10	7	1
58	CCn1cc(C(=O)NCCCN2CCCC(C)C2)c(=O)c2cc(S(=O)(=O)N3CCc4ccccc4C3)ccc21 (configuration not stated)	0.9	0.8	0.9	0.9	16	8	-5	-5	100*	1
59	Cc1ccc(NC(=O)C2CCCN(S(=O)(=O)c3cccs3)C2)cc1 (configuration not stated)	1	0.9	1	1	9	-2	-3	-10	9	1
